EP2 antag: inhibitors of human EP2 prostaglandin E2 receptor | P43116 | C6 glioma cells expressing human EP2, cAMP TR-FRET; cells stimulated with saturating PGE2 | inhibition, % at 25 µM | 0.52% of 260,000 active | AID 1422;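 active = percent inhibition above 40 after rounding to a whole number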;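 also: rat C6 glioma host cells with rolipram phosphodiesterase inhibitor present; the protocol text gives 20 µM as final concentration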
Target sequence (P43116 whole entry, looked up): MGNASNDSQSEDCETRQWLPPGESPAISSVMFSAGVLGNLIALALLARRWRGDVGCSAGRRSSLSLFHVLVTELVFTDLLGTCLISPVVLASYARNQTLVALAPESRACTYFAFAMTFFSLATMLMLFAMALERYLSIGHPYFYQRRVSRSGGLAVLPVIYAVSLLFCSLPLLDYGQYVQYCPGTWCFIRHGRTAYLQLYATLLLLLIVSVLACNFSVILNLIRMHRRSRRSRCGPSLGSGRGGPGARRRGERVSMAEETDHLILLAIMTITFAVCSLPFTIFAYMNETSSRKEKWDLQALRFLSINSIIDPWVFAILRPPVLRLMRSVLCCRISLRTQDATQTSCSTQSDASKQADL
RBBP9 inhibitor: human RBBP9 hydrolase inhibition. recombinant RBBP9, FP-Rh probe fluorescence polarization. 0.2% of 220,000 active. AID 1515. inhibition, % at 7.94 µM. O75884;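 active = inhibition above the campaign mean of all tested compounds plus 3 SD, cut at about 14% in these data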;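 also: plate controls were DMSO wells with RBBP9 for no effect and wells lacking RBBP9 protein for full effect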
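Assay system: recombinant human RBBP9; Reagent: Serine-hydrolase probe FP-Rh, 375 nM pre-mixing; Doses: 7.94 µM single dose, 0.794% DMSO; Incubation: 30 min then 45 min, 25 °C; Detection: fluorescence polarization (mP), excitation 525 nm, emission 598 nm; Evaluation: percent inhibition from mP, scaled between DMSO and no-protein wells.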
Hck-Nef inh: blocks Nef-activated human Hck kinase; Recombinant Hck-YEEI plus Nef, Z-Lyte FRET kinase assay; 0.68% of 220,000 active; inhibition, % at 20 µM; AID 463187; P08631;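 active = Hck-Nef kinase inhibition above about 50%, limit read from the data; inactive = inhibition below that limit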;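 also: 0% = DMSO with Hck plus Nef and 100% = Hck alone without Nef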
Runt-SMMHC FRET: Runt domain-CBFb-SMMHC interaction inhibition | Cerulean-Runt/Venus-CBFb-SMMHC FRET ratio 530/480, 1 h | AID 1434 | inhibition, % at 20 µM | 0.74% of 220,000 active | Q01196+Q13951;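 active = mean inhibition across duplicate retests at 20 µM reaching about 50%, limit read from the data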;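 also: 0% = DMSO wells and 100% = wells with excess untagged CBFb-SMMHC; inhibitors lower the FRET ratio by blocking Runt binding to CBFb-SMMHC; some results filed as inactive read as strong as hits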
Target sequence (Q01196 whole entry, looked up, the tested form may be a part): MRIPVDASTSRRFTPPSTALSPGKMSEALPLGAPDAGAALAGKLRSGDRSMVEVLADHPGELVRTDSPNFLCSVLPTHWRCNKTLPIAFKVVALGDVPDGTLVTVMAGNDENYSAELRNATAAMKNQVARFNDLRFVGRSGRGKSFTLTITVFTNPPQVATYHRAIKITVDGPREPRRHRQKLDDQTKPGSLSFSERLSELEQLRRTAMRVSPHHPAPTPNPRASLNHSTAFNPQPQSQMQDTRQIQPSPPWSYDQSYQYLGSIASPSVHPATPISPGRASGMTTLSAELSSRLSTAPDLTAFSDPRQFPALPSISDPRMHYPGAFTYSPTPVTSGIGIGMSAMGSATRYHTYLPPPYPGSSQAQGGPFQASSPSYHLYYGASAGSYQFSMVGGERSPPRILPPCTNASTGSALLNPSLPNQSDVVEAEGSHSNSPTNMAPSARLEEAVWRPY
Target sequence (Q13951 whole entry, looked up, the tested form may be a part): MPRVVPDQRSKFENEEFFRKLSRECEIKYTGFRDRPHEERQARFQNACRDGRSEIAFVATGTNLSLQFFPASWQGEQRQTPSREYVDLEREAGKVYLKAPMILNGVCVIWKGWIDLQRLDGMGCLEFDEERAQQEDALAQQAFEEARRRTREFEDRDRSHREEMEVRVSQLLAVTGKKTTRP
Runt-CBFb FRET: inhibitors of human RUNX1 Runt domain binding to CBFb; inhibition, % at 20 µM; AID 1496; Cerulean-Runt/Venus-CBFb FRET ratio 530/480, 1 h; Q01196+Q13951; 0.46% of 220,000 active;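 active = inhibition over about 50% at 20 µM in the single-dose screen, limit read from the data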;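 also: 0% = DMSO wells and 100% = excess unlabeled CBFb competitor control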
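Measured by: fluorescence energy transfer, 422 nm excitation, 530/480 nm emission; test system: Cerulean-tagged RUNX1 Runt domain (FRET donor) fusion protein; buffer or medium: Tris pH 7.5 buffer with BSA; compound: one dose, 20 µM compound, 1% DMSO; times: two 1 h room-temperature incubations shielded from light; benchmarks: unlabeled CBFb 5 µM, positive control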
EP2 modulator: modulates human prostaglandin E2 receptor EP2 signaling. EP2-expressing cells, cAMP HTRF FRET, PGE2 co-stimulation. induction, % at 25 µM. 0.83% of 260,000 active. AID 940;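 active = compounds whose cAMP rise, as percent of the full-agonist control response, exceeds 60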;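 also: rat C6 glioma line stably carrying human EP2 under a CMV promoter; the protocol text gives 20 µM as final concentration; 100% = response of wells given 1 µM PGE2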
PERK inh: inhibitors of human PERK kinase | CHO PERK-DD fusion, SEAP luminescence translation reporter | AID 1416 | 0.17% of 220,000 active | Q9NZJ5 | inhibition, % at 5.6 µM;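 active = inhibition above the mean inhibition of all tested compounds plus 3 SD, set separately per screening campaign, cut at about 2.9% in these data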;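 also: PERK kinase domain activated by AP20187 dimerizer at 100 nM; 0% = DMSO with dimerizer and 100% = rapamycin at 8.4 µM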
TNF death inh: blocks TNF-alpha induced death of Jurkat FADD-/- cells. Jurkat FADD-/- TNF necroptosis rescue, ATP luminescence, 24 h; 0 = TNF only, 100 = no-TNF cells. activation (protection from cell death), % at 10 µM. 0.068% of 220,000 active. AID 463075;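 active = activation, meaning protection from cell death, of at least 50% relative to plate controls; inactive = activation below 50%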;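 also: necroptosis triggered by 40 ng/mL TNF-alpha added together with compound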
L929 necroptosis: L929 zVAD cell death inhibition. AID 1377. viability rescue, % at 10 µM. L929 zVAD necroptosis rescue, ATP luminescence, 24 h; with zVAD 60 µM. 0.38% of 220,000 active;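 active = activation, scaled between plate controls, above about 75%, limit read from the data; inactive = activation under that limit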;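 also: 0% = zVAD with DMSO and 100% = DMSO alone without zVAD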
* hit, by the source's call; nt = no result given; & = joins results of further samples. The list is partial; count on the stated rates, not on these rows.

Order of results: TNF death inh	PERK inh	RBBP9 inhibitor	Runt-CBFb FRET	L929 necroptosis	Hck-Nef inh	Runt-SMMHC FRET	EP2 antag	EP2 modulator
- O=C(CCCC(=O)OCC(Cl)=C(Cl)Cl)Nc1ccc(F)cc1
  3.3	1.7	-8.7	-0.9	2.5	2.0	-0.8	8.5	-6.8
- COc1ccc(C(=O)NNC(=O)CN2CCC(n3nnc4cc(C(F)(F)F)ccc43)CC2)cc1
  -1.2	0.6	0.4	-1.0	0.6	1.1	0.8	8.5	-9.0
- CCN1CCN(CC(O)COc2ccc(C(C)=O)cc2)CC1 (stereo not given)
  -0.1	1.0	-4.7	0.8	-1.2	-0.1	1.3	12.0	6.5
- CCc1n[nH]c(=S)n1/N=C/c1ccc(NC(C)=O)cc1
  -1.4	-0.2	-6.8	9.6	0.2	20.8	8.6	18.9	9.8
- O=S(=O)(Nc1ccc(N2CCCCC2)cc1)c1cccc2cccnc12
  -1.1	0.1	-1.4	4.7	4.1	0.6	-0.5	14.2	-16.2
- Cc1ccc(C(=O)O)cc1S(=O)(=O)N1CCCC1
  -0.2	0.6	-6.7	1.5	0.0	1.5	0.2	7.2	3.2
- COc1ccc(N2C(=O)CC(N3CCC(C(N)=O)CC3)C2=O)cc1 (stereo not given)
  -1.6	0.4	0.2	0.9	-1.2	1.9	2.4	2.1	30.5
- CCN1C(=O)c2cccc3c(S(=O)(=O)NCCc4c[nH]c5ccccc45)ccc1c23
  -1.2	-1.6	3.3	-1.9	0.3	4.6	-6.8	10.6	-19.3
- Cc1ccc(NC(=O)c2sc(=S)n(-c3cc(C)ccc3F)c2N)cc1
  -0.6	0.9	-3.2	29.6	1.0	-17.3	9.2	6.3	-50.3
- O=C(CSc1nc2ccc([N+](=O)[O-])cc2[nH]1)c1ccc2ccccc2c1
  -5.1	1.0	-12.9	-2.1	0.6	3.7	-10.0	11.2	-54.1
- CCCc1nc2ccccc2c(=O)n1NC(=O)c1c(O)c2cccc3c2n(c1=O)CCC3
  -1.6	0.6	-4.5	-5.3	0.4	0.8	-13.3	32.2	-5.1
- CCCn1nc(C(=O)OCC(=O)c2c(N)n(C)c(=O)n(C)c2=O)c2ccccc2c1=O
  -3.2	-0.1	-6.9	-1.5	0.5	24.1	-0.9	5.2	-17.6
- CC(=O)Nc1ccc(C(=O)NCC(=O)OCc2c(F)cccc2Cl)cc1
  -0.1	0.2	-0.4	1.0	-0.2	5.3	2.2	8.3	-43.3
- Cc1ccc(S(=O)(=O)N2CCCC(C(=O)O)C2)s1 (stereo not given)
  -0.1	0.6	-3.5	-1.4	-0.5	-2.2	-7.5	21.8	21.8
- Cc1nnc(SCCn2c(N3CCC(Cc4ccccc4)CC3)nc3c2c(=O)[nH]c(=O)n3C)s1
  -7.1	0.1	10.3	-5.4	0.0	18.4	0.0	2.2	24.9
- COc1cc(/C=C/CO)cc(OC)c1OC/C=C(\C)CCC=C(C)C
  -2.0	nt	nt	-5.9	-0.6	33.0	-3.8	15.6	-2.2
- CCCCN(C)CCNC(=O)CCNC(=O)Cn1ccc2ccccc2c1=O
  -0.7	1.1	-8.0	-0.5	0.5	-4.1	1.0	0.0	7.0
- O=C(CN1CCC(n2nnc3cc(C(F)(F)F)ccc32)CC1)N1CCc2ccccc21
  0.9	-1.2	-2.0	-2.5	1.4	-2.8	-39.4	13.1&9.0	-9.8&1.4
- CCOC(=O)c1ccc(NC(=O)CSc2nnc(-c3cccs3)n2C)cc1
  -2.2	0.0	-6.6	-5.3	-1.1	6.9	1.9	15.8	16.7
- NC(=O)C(CC(=O)O)NC(=O)[C@@H]1CCOc2c(I)cc([N+](=O)[O-])cc2C(=O)N[C@@H](CO)C(=O)N[C@@H](Cc2ccc(O)cc2)C(=O)N1 (stereo not given in full)
  0.3	1.3	-6.3	0.2	2.6	-1.7	0.6	3.5	8.8
- Cc1ccc(S(=O)(=O)/C(C#N)=C/c2c(Oc3ccc(Cl)cc3)nc3c(C)cccn3c2=O)cc1
  -2.7	1.3	-5.9	-74.4	0.3	0.7	-109.1	12.2	28.7
- CCCN(CCC)CCNC(=O)Cn1cnc2sc(C)c(S(=O)(=O)N3CCOCC3)c2c1=O
  -1.1	0.9	4.0	nt	0.0	-1.3	nt	nt	nt
- CC(=O)N1N=C(c2ccccc2)CC1c1cn(C)c2ccccc12 (stereo not given)
  1.5	-1.8	-4.7	-3.1	0.8	2.9	1.1	6.7	5.0
- CCCCCCN1C=CC(=C2C(=O)c3ccccc3C2=O)C=C1
  0.9	-1.0	-10.7	-7.6	49.7	18.9	-70.8	6.7	-24.6
- O=C(CSC1=Nc2ccccc2C2CC=NN12)Nc1ccc(F)cc1Cl (stereo not given)
  0.3	0.0	5.8	-1.2	2.0	20.5	0.3	4.9	8.8
- COc1ccc(-c2cn3cccnc3n2)cc1NC(=O)C1CCCC1
  1.0	0.0	-3.0	-0.7	14.0	1.2	4.2	5.3	5.9
- CN(C)/C=N/C(=S)Nc1cc(Cl)cc(Cl)c1
  -2.6	0.2	-4.2	-0.7	0.1	-3.6	-3.5	13.2	-59.1
- COc1ccc2c(c1OC)C(=O)OC2Nn1cncn1 (stereo not given)
  -1.9	0.2	-5.3	0.3	0.1	0.0	-5.9	7.0	14.1
- CN(C)c1ccc(CNC2C3CC4CC(C3)CC2C4)cc1 (stereo not given)
  0.0	-0.9	-6.5	0.6	0.0	1.0	0.3	15.2	-30.3
- CN(Cc1ccccc1)C(=O)C1CCC(CNS(=O)(=O)c2cccc3cccnc23)CC1 (stereo not given)
  1.7	-2.3	-4.3	-0.2	-0.8	7.6	1.4	5.0	-9.2
- CCN(CC)S(=O)(=O)c1ccc(N2CCOCC2)c(NC(=O)c2cc([N+](=O)[O-])ccc2Cl)c1
  0.7	0.4	-15.3	-5.0	48.6	-0.6	1.6	4.9	6.9
- CCc1ccc2c(c1)cc(CN(Cc1ccco1)C(C)=O)c1nnnn12
  -3.0	0.1	-0.2	3.3	1.8	25.5	4.9	7.7	-7.0
- O=C(O)C1C2C=CC(C2)C1C(=O)Nc1cccc(F)c1 (stereo not given)
  11.0	1.7	-3.4	2.6	0.0	1.8	0.0	2.4	7.7
- COc1ccc(/C(N)=N/OC(=O)c2cccc([N+](=O)[O-])c2)cc1OC
  0.2	-0.5	-3.4	0.2	0.8	0.0	2.3	13.4	-25.8
- CCCCCSc1nnc2c(n1)OC(c1cccn1C)N(C(C)=O)c1ccccc1-2 (stereo not given)
  0.4	-0.6	-2.3	-3.1	0.0	-0.5	-2.6	8.6	27.4
- CCCn1c2ccccc2c2nc3ccccc3nc21
  0.8	-0.5	2.0	2.4	-0.2	15.7	11.3	20.4	77.8*
- O=C(O)CCNS(=O)(=O)c1ccccc1
  -3.3	1.2	-3.2	-0.9	-0.2	-0.2	0.6	7.2	29.2
- Cc1nc(SCC(=O)Nc2cc(C(N)=O)cc(C(N)=O)c2)c2c(C)c(C)sc2n1
  0.6	-0.5	-2.2	1.1	-0.6	2.7	1.3	14.4	-13.5
- O=C(CN1CCCc2ccccc21)NC(=O)NCc1ccccc1
  2.5	0.2	-8.6	1.5	1.6	23.2	0.8	6.1	3.5
- S=C(c1ccc(-c2cccc(Cl)c2)o1)N1CCCCC1
  -1.3	0.4	-7.8	4.5	-0.5	18.7	-0.7	3.1	2.3
- Cc1ccc(NC(=O)CSc2ncnc3ccccc23)cc1S(=O)(=O)N1CCOCC1
  -5.7	-1.3	-3.5	-1.5	1.5	11.1	0.1	10.1	5.0
- Cc1nc(SCC(=O)O)c(C#N)c2c1CCCC2
  -0.1	1.2	0.6	2.2	0.4	12.2	-0.5	8.5	29.7
- O=c1c2ccccc2c(C=NCc2ccccn2)c(O)n1-c1ccccc1Cl
  0.4	-0.5	2.2	1.6	1.3	20.5	2.6	7.7	-16.1
- COC(=O)c1ccc(NC(=O)c2cccc(Cl)c2)o1
  -4.1	0.3	2.1	8.0	0.1	0.7	8.2	6.5	-1.9
- CC1CCN(S(=O)(=O)c2ccc(S(=O)(=O)NCC(=O)C(C)(C)C)cc2)CC1
  0.0	0.5	-1.6	2.2	-0.2	1.0	-3.9	7.8	-5.9
- COC(=O)CNC(=O)COC(=O)c1cc(Cl)cc(Cl)c1N
  -0.5	-0.7	-12.4	0.2	0.5	3.0	5.2	6.5	-1.3
- COc1cc(C(=O)Nc2ccc3c(c2)OCCO3)ccc1-n1cnnn1
  -1.4	-0.1	-7.8	0.2	-0.4	3.8	6.0	4.7	8.0
- CCOC(=O)C1=C(CSCc2ccccc2)NC(=O)NC1c1cc(C)ccc1C (stereo not given)
  -1.6	-1.1	-19.1	-2.0	-1.7	-24.3	3.2	8.1	42.4
- CCNc1nc(NC(C)(C)C)nc(N(CC)n2cnnc2)n1
  -4.3	0.6	-5.6	-1.3	0.2	2.9	1.3	13.6	0.6
- CC12CCC(C(N)=O)(c3nc4ccccc4nc31)C2(C)C (stereo not given)
  -0.6	-0.3	2.0	0.3	0.3	0.0	3.1	4.5	13.3
- COc1ccc(-c2nnn(CC(=O)N(Cc3ccccc3Cl)C(C(=O)NCC3CCCO3)c3ccco3)n2)cc1OC (stereo not given)
  -7.7	0.1	-3.3	-8.5	-0.5	0.9	-4.5	2.6	9.3
- O=C(N/N=C/c1cccc(NC(=O)c2ccc(Cl)cc2)c1)c1ccc(O)cc1
  -3.1	2.1	-23.2	-2.0	0.1	-31.9	-50.1	1.3	-18.4
- Cc1cc(C(=O)O)cc(S(=O)(=O)N2CCOCC2)c1C
  -1.7	1.0	-8.5	0.1	0.1	-0.9	-2.2	6.1	-4.0
- Cc1ccc(-n2c3c(c(=O)[nH]c2=O)C(NS(=O)(=O)c2ccc(Cl)cc2)(C(F)(F)F)C(=O)N3)cc1 (stereo not given)
  0.1	-0.9	-2.8	0.4	0.5	-0.9	3.9	10.9	-5.0
- COc1cccc(C2Cc3ccccc3C(=O)O2)c1 (stereo not given)
  0.9	0.9	-3.3	-3.0	0.6	4.5	-1.2	2.7	19.6
- CCNC(=O)N1CCNC(=O)C1CC(=O)OC (stereo not given)
  0.4	1.6	-9.5	2.6	-0.1	0.6	-1.5	8.9	30.5
- CCOc1ccc(OC(=O)C(CCS(C)(=O)=O)N2C(=O)c3ccccc3C2=O)cc1 (stereo not given)
  -1.4	-0.2	-4.9	-5.0	0.3	-0.5	-9.4	3.1	5.5
- CCN(CC)c1ccc(/C=N/N=C(N)N)c(O)c1
  -5.6	-0.5	-8.8	-1.0	1.0	-4.5	-22.2	12.2	-32.4
